High-throughput results deposited in PubChem BioAssay by several laboratories.
iPSC survival up = enhancers of human iPSC single-cell survival | hiPSC single-cell survival, ATPlite luminescence; 100% = ROCK inhibitor wells, 0% = DMSO | survival enhancement, % at 20 µM | 360,000 compounds, 0.044% hits | AID 602274; in the data active = survival enhancement above about 18%;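 note: cells exposed to compounds for 16 hours before the ATP read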
Granule exo inh = blocks lytic granule exocytosis; inhibition, % at 10 µM; TALL-104 LAMP-1 surface exposure, flow cytometry; cells stimulated with thapsigargin and PMA; 360,000 compounds, 0.66% hits; AID 651702;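 active = inhibition above about 55%, limit read from the data; inconclusive = no clear call, values can overlap the other calls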
Glyco luc inh = blocks N-linked glycosylation in D54 reporter cells; D54 ERlucT glycosylation luciferase reporter, 24 h; percent of 100 nM tunicamycin response; reporter increase, % at 12.5 µM; 360,000 compounds, 0.23% hits;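 active = mean luciferase reporter signal, scaled so untreated is 0 and the glycosylation-blocking control 100, at or above a set limit in every replicate; inconclusive = mean reaches the limit but not every replicate does; inactive = mean below the limit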;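 note: luciferase carries N-glycosylation sites so blocking glycosylation raises the light; 0% = median of neutral control wells and 100% = median of 100 nM tunicamycin wells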
ABHD5 PLIN5 PPI = ABHD5-PLIN5 protein interaction inhibition; Q00G26+Q8WTS1; Split G. princeps luciferase complementation, luminescence, 4 h; inhibition, % at 4 µM; 360,000 compounds, 0.78% hits; AID 602281;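 active = inhibition above the mean inhibition across every tested compound plus 3 SD, cut at about 22% in these data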;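 note: 0% = DMSO only wells and the 100% control is not disclosed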
aDG glyco up = increases alpha dystroglycan glycosylation; Pro5-aDG cells, alpha-DG glycosylation AlphaScreen (IIH6); 0% Pro5, 100% B10-LARGE cell signal; activation, % at 10 µM; 360,000 compounds, 0.22% hits;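 active = activation of at least 8% versus controls, or a plate z-score of at least 8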;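 note: Pro5 are CHO cells carrying HIG-tagged alpha-DG that lacks glycosylation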
MC4R ag barr = human MC4R agonism via beta-arrestin; P32245; U2OS MC4R beta-arrestin complementation, luminescence; percent of melanotan II response, DMSO zero; activation, % at 8.9 µM; 360,000 compounds, 0.98% hits;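 active = activation above a per-plate cutoff, the mean activation of sample wells on that plate plus 3 SD, cut at about 8% in these data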
Target sequence (P32245 whole entry, looked up): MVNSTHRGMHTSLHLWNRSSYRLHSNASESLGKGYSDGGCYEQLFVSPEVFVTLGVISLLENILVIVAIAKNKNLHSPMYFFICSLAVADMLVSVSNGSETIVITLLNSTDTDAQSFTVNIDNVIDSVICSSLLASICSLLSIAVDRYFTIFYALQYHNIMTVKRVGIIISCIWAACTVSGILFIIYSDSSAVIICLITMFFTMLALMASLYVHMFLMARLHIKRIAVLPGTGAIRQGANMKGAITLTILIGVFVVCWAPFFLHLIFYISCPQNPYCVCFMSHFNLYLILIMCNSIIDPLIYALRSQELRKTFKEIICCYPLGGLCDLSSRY
H9c2 protect = myocardial damage modulation in H9c2 cells | H9c2 cardiomyocytes, H2O2 injury protection, ATPLite, 2 h | protection from H2O2 cell death, % at 20 µM | 360,000 compounds, 0.63% hits;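 active = compounds giving at least 50% protection of heart cells from peroxide-induced death in the single-dose screen, raw or plate-pattern-corrected value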;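 note: 0% = DMSO wells with peroxide and 100% = DMSO wells without peroxide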
HTR2A ag = activates the mouse 5-HT2A serotonin receptor; CHO-K1 mHTR2A beta-arrestin complementation, luminescence; percent of 30 µM serotonin response; activation, % at 7.6 µM; 360,000 compounds, 0.66% hits; AID 624169;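 active = activation above a run cutoff, the mean activation of all tested compounds plus 3 SD, cut at about 14% in these data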;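 note: 0% = plate median of compound wells and 100% = 30 µM serotonin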
Target sequence (P35363 whole entry, looked up): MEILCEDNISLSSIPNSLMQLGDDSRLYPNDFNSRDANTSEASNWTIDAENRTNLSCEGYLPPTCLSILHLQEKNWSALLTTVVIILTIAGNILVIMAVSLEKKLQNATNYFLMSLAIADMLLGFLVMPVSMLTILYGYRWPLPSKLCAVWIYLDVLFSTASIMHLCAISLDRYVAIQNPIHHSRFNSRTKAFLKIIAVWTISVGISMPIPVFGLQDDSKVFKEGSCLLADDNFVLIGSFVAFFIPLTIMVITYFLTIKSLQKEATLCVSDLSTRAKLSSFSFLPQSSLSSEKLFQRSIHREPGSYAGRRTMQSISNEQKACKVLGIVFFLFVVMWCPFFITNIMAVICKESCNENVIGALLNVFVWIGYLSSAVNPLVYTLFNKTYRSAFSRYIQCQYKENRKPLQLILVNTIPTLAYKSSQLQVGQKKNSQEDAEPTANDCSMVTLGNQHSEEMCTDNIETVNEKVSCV
MC4R antagonist = antagonists of human melanocortin 4 receptor (MC4R); P32245; MC4R-expressing cells, MTII-stimulated cAMP, LANCE TR-FRET; AID 540295; inhibition, % at 6.5 µM; 360,000 compounds, 0.48% hits;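 active = inhibition above its plate's cutoff, the mean of tested wells on that plate plus 3 SD, cut at about 29% in these data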;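 note: 0% = Melanotan II alone and 100% = Melanotan II plus saturating MCL0020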
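system = U2OS cells with stable human MC4R expression | also added = Melanotan II challenge after compound preincubation | dosing = one concentration, 6.5 µM nominal | incubation = compound 30 min, challenge 1 h, detection 1 h | measured by = TR-FRET with Eu-cAMP and labeled anti-cAMP, 671 nm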
ABCB6 inh 2 = inhibitors of human ABC transporter ABCB6; K562-ABCB6 porphyrin accumulation, flow cytometry, 1 h; stronger effect = lower value; fluorescence ratio to DMSO, % at 10 µM; 360,000 compounds, 0.19% hits;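 active = fluorescence ratio to DMSO below 75%, the collection mean minus 3 SD; inconclusive = too few cells collected in the well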;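 note: signal is porphyrin accumulated inside mitochondria; 100% equals median channel fluorescence of DMSO control wells; lower ratio means ABCB6 inhibition with less porphyrin fluorescence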
Active calls of the source: *; u = inconclusive; x = not tested or not shown.

SMILES	iPSC survival up	Granule exo inh	Glyco luc inh	ABHD5 PLIN5 PPI	aDG glyco up	MC4R ag barr	H9c2 protect	HTR2A ag	MC4R antagonist	ABCB6 inh 2
CC(C)SCc1cc(N2CCCC2)nc(-c2ccccc2)n1	-1.5	0	-1	-3	0.4	-2.2	-1	0	2	103
C=C1C(=O)[C@]23C[C@H]1CC[C@H]2[C@]1(C)[C@@H](OC(C)=O)CC[C@@](C)(C(=O)O)[C@H]1C[C@@H]3O	-2.8	2	-2	52*	0.3	x	-4	8	x	90
O=C(NCc1ccco1)c1ccc(NC(=O)C2COc3ccccc3O2)cc1 (stereo unspecified)	1.0	0	-3	1	-0.2	-1.6	2	-1	8	94
C[C@@H]1CN([C@@H](C)CO)S(=O)(=O)c2ccc(C#Cc3cccc(F)c3)cc2O[C@@H]1CN(C)CC1CC1	2.6	6	-6	-1	-0.1	-0.6	2	-7	1	95
CC(=O)Nc1ccc(-c2csc(Nc3ccc(Cl)cn3)n2)cc1	-0.5	14	1	5	-0.2	0.9	-22	-2	11	93
COc1ccccc1C(=O)NCC(=O)OCc1csc(-c2ccccc2)n1	0.6	-1	1	-1	0.0	-2.7	0	0	17	97
CC(NCC(O)COC1CCC(C(C)(C)C)CC1)c1ccccc1 (stereo unspecified)	-1.5	8	-2	-2	1.0	6.2	-14	3	7	100
COc1ccc(NC(=O)CN(C)S(=O)(=O)c2ccc3c(c2)NC(=O)CS3)cc1	-0.1	-8	-4	9	-0.2	0.1	3	1	-3	101
Cc1cc(C(=O)C(=O)N(C)C)c(C)n1-c1ccc(Cl)c(Cl)c1	0.7	-4	-1	-3	-0.1	-4.5	0	0	-2	103
O=S(=O)(c1ccc2nnn(O)c2c1)N1CCOCC1	-0.5	-10	0	3	0.2	-1.9	-4	9	0	101
COc1ccc(-c2ccc3c(c2)S(=O)(=O)c2cccc(C(=O)N4CCN(c5ccccn5)CC4)c2C3=O)cc1OC	2.5	-5	-2	2	0.1	-1.3	88*	-5	3	98
CCCCOc1ccc2ccccc2c1C=O	-2.5	-2	-2	4	0.2	-0.3	-15	5	4	100
COc1ccc(NS(=O)(=O)N2CCOCC2)cc1	0.4	-2	4	2	0.2	-1.4	8	2	6	97
COc1ccc(CCNC(=O)CSc2nnnn2-c2ccccc2)cc1	1.6	-4	0	6	0.0	1.2	12	7	10	105
CCCCCCN(C(=O)CCl)c1ccccc1	-0.6	1	13	12	-0.3	18*	1	3	8	102
O=C(CSc1nnc(Nc2ccccc2F)s1)c1cc2ccccc2o1	4.5	1	2	-7	-0.1	-1.3	-3	-5	2	99
CC(C)CC(=O)Nc1nnc(SCC(=O)NCC2CCCO2)s1 (stereo unspecified)	0.3	23	-1	-2	-0.2	-0.7	2	12	4	91
COc1ccc(N(CC(=O)Nc2cc(C)on2)S(=O)(=O)c2cc(C)ccc2C)cc1	-1.1	57*	0	-1	0.3	0.7	4	-1	-1	93
CC(=O)c1ccc2c3c(cccc13)C(=O)N(CCc1ccccc1)C2=O	0.9	-2	1	6	-0.1	6.8	0	2	5	99
O=C1CC(c2ccccc2)NC(=O)N1 (stereo unspecified)	-2.1	-1	2	12	-0.2	0.5	4	2	1	90
Cc1cnc(CNC(=O)C2CCC(=O)N(CCc3cccc(F)c3)C2)[nH]1 (stereo unspecified)	-0.6	1	-1	1	-0.3	-2.1	0	2	-2	91
Cc1c(-c2ccccc2)n[nH]c1C(=O)NN	-1.5	-1	1	-3	-0.1	-0.5	4	-7	2	92
N#Cc1nc(-c2ccc(F)cc2)oc1N1CCCCC1	-0.4	-8	-2	-8	-0.1	1.8	-6	-5	6	96
Cc1ccc(C)c(S(=O)(=O)N2CCCN(C)CC2)c1	-0.5	-5	2	6	0.2	-0.1	-3	-17	16	100
C=CCn1c(SCC(=O)Nc2ccc(Br)cc2)nc(O)c(CC)c1=O	-0.5	-2	3	5	1.1	0.3	-2	-1	3	100
Other structures:
SMILES	iPSC survival up	Granule exo inh	Glyco luc inh	ABHD5 PLIN5 PPI	aDG glyco up	MC4R ag barr	H9c2 protect	HTR2A ag	MC4R antagonist	ABCB6 inh 2
COc1ccc(CCNc2c([N+](=O)[O-])ncn2C)cc1OC	-0.7	6	1	-2	0.0	-0.4	3	-2	8	100
CCOC(=O)c1ccccc1NC(=O)COC	4.5	0	2	-1	0.1	-1.6	1	0	2	99
CCOC(=O)NN1C(=O)c2ccccc2NC1c1cccc(O)c1 (stereo unspecified)	0.2	u	2	4	0.0	-3.0	2	4	0	101
O=C(CN1C(=O)NC(Cc2ccccc2)(Cc2ccccc2)C1=O)NCC1CCCCC1	0.5	-3	-5	-8	0.3	-1.6	5	-3	5	95
Cc1cccc(NC(=O)c2c(C)nn(-c3ccccc3)c2Cl)c1	0.5	1	1	1	0.8	1.7	-12	2	18	96
COc1ccc(CCNC(=O)C(C)n2nc(C)c3c(C)n(-c4ccc(C)cc4)nc3c2=O)c(OC)c1 (stereo unspecified)	-0.2	7	1	8	0.2	-1.9	-7	-1	15	97
CCOc1ccc(OCC(=O)OCC(=O)N(CC(C)C)c2c(N)n(Cc3ccccc3)c(=O)[nH]c2=O)cc1	1.5	0	2	-7	-0.2	-1.4	-3	1	4	97
Cc1ccc(CCNC(=O)CN(c2ccc(C)cc2)S(=O)(=O)c2c(C)noc2C)cc1	0.1	-9	-1	8	1.0	-2.1	6	0	0	100
CCN1C(=O)N/C(=C/c2ccc(C)o2)C1=O	0.2	4	0	42*	-0.4	1.0	-10	-3	-4	84
Clc1ccc(Sc2cnc3ccccc3n2)cc1	1.8	0	0	3	0.0	0.2	6	2	4	98
CSCc1cc(N(C)C)nc(SCc2ccc(Cl)cc2Cl)n1	0.2	2	-8	2	1.6	-0.7	-7	-8	1	97
CC(=O)c1c(C)[nH]c(C(=O)N2CCN(C(=O)c3ccco3)CC2)c1C	0.6	-1	1	2	0.0	-2.0	-1	-1	-1	111
CCOc1cc(NC(=S)NCCOC)c(OCC)cc1NC(=O)c1ccco1	3.4	-3	1	-8	-0.2	0.3	0	0	10	97
COC(=O)c1ccccc1NC(=O)c1cccc(NC(=O)CSCc2ccccc2)c1C	-1.7	-3	-2	2	0.0	18*	-8	4	-3	96
O=C(COc1ccc(/C=N/NC(=O)CSCc2ccc([N+](=O)[O-])cc2)cc1)NCc1ccco1	1.7	-1	-3	4	-0.2	-1.2	-1	-3	-4	94
NC(=O)C1CCN(Cc2nc(-c3ccccc3)no2)CC1	3.1	0	0	-3	0.1	1.4	1	2	-3	95
COc1sc(SC)cc1/C=N/NC(=O)c1ccncc1	3.8	-8	0	-4	0.0	-1.0	1	-5	12	100
O=C(O)c1ccccc1CSc1ccccn1	-1.2	7	3	0	0.0	-3.0	-2	5	2	101
O=[N+]([O-])c1ccc(-c2csc(N3CCCCCC3)n2)cc1	-0.7	1	-1	-6	0.1	-1.2	-7	7	0	102
O=C(c1cccc(Cl)c1)N1CCN(C2CCCCCC2)CC1	10	-1	0	-5	0.3	-0.6	8	6	-2	79
O=P(OCC1CC1)(c1ccccc1)c1ccccc1	-2.1	4	2	6	-0.2	-0.5	2	-3	3	99
COc1ccccc1C(=O)NNC(=O)CCCN1C(=O)/C(=C/c2cccs2)SC1=S	-1.6	2	-7	-4	0.7	23*	-8	6	0	104
COCc1nnc(NC(=O)c2cc(OC)c(OC)cc2[N+](=O)[O-])s1	2.5	2	1	2	-0.2	-0.2	0	2	-6	95
O=C(NC1=NCCS1)C1Cc2ccccc2CN1C(=O)c1ccccc1 (stereo unspecified)	-1.1	3	0	-3	0.0	-0.1	7	-1	9	90
O=C(NCC(=O)N1CCN(Cc2ccccc2)CC1)c1ccc(Br)cc1	-0.4	-3	-3	-5	0.2	-4.9	0	4	17	102
The list continues.
SMILES	iPSC survival up	Granule exo inh	Glyco luc inh	ABHD5 PLIN5 PPI	aDG glyco up	MC4R ag barr	H9c2 protect	HTR2A ag	MC4R antagonist	ABCB6 inh 2
CCCCN(C(=O)CCN1C(=O)C2CC=CCC2C1=O)c1c(N)n(CCCC)c(=O)[nH]c1=O (stereo unspecified)	-0.4	2	1	-4	0.2	-0.9	0	-4	16	99
Cn1nnnc1SCCNC(=O)C1CCC(=O)N(Cc2cccc(C(F)(F)F)c2)C1 (stereo unspecified)	-0.6	-3	1	-1	-0.2	-0.4	6	4	-1	102
COc1cccc(CN(CC(=O)NCc2ccccc2)C(=O)c2csnn2)c1	0.7	3	0	0	-0.1	-3.0	4	-2	1	96
CCN(c1cccc(C)c1)S(=O)(=O)c1cc2c3c(c1)CCC(=O)N3CCC2	1.4	-4	-1	7	1.9	0.2	5	1	0	93
CCOC(=O)CNC(=O)c1cccnc1	-2.9	4	1	14	-0.2	1.5	19	-4	-4	101
CCCc1ccc(C#N)c(SC2CC(=O)N(c3ccc(OC)cc3)C2=O)n1 (stereo unspecified)	-2.2	-3	1	3	0.2	0.5	-5	10	6	93

6 structures out of the list, ordered by number of heavy atoms, largest number first:
SMILES	iPSC survival up	Granule exo inh	Glyco luc inh	ABHD5 PLIN5 PPI	aDG glyco up	MC4R ag barr	H9c2 protect	HTR2A ag	MC4R antagonist	ABCB6 inh 2
Cn1nnnc1SCCNC(=O)C1CCC(=O)N(Cc2cccc(C(F)(F)F)c2)C1 (stereo unspecified)	-0.6	-3	1	-1	-0.2	-0.4	6	4	-1	102
COc1cccc(CN(CC(=O)NCc2ccccc2)C(=O)c2csnn2)c1	0.7	3	0	0	-0.1	-3.0	4	-2	1	96
CCN(c1cccc(C)c1)S(=O)(=O)c1cc2c3c(c1)CCC(=O)N3CCC2	1.4	-4	-1	7	1.9	0.2	5	1	0	93
O=C(NC1=NCCS1)C1Cc2ccccc2CN1C(=O)c1ccccc1 (stereo unspecified)	-1.1	3	0	-3	0.0	-0.1	7	-1	9	90
COCc1nnc(NC(=O)c2cc(OC)c(OC)cc2[N+](=O)[O-])s1	2.5	2	1	2	-0.2	-0.2	0	2	-6	95
CCOC(=O)CNC(=O)c1cccnc1	-2.9	4	1	14	-0.2	1.5	19	-4	-4	101

Whole records from above. Screens in order: iPSC survival up	Granule exo inh	Glyco luc inh	ABHD5 PLIN5 PPI	aDG glyco up	MC4R ag barr	H9c2 protect	HTR2A ag	MC4R antagonist	ABCB6 inh 2
Results for CC(=O)c1c(C)[nH]c(C(=O)N2CCN(C(=O)c3ccco3)CC2)c1C → 0.6	-1	1	2	0.0	-2.0	-1	-1	-1	111
Results for Cn1nnnc1SCCNC(=O)C1CCC(=O)N(Cc2cccc(C(F)(F)F)c2)C1 (stereo unspecified) → -0.6	-3	1	-1	-0.2	-0.4	6	4	-1	102
Results for Clc1ccc(Sc2cnc3ccccc3n2)cc1 → 1.8	0	0	3	0.0	0.2	6	2	4	98
